Growth percent in the NCI-60 one-dose screen (48 h, 10 µM unless noted): 100 = growth as untreated, 0 = no growth, -100 = all killed.
SF-539: SF-539 CNS cancer; AID 1794752; hit rate 6.8% among 81,000
OVCAR-8: OVCAR-8 ovarian cancer; hit rate 4.4% among 81,000
SF-295: SF-295 CNS cancer cells. hit rate 5.6% among 79,000
DU-145: DU-145 prostate cancer; hit rate 4.2% among 81,000
U251: U251 CNS tumor cells. hit rate 5.4% among 80,000
SNB-19: SNB-19 CNS cancer cells | AID 1794751 | hit rate 2.5% among 81,000
PC-3: PC-3 prostate cancer cells; AID 1794754; hit rate 3.9% among 80,000
SF-268: SF-268 CNS cancer cells. hit rate 3.1% among 82,000. AID 1794759
The depositor's hits bear a star; · = no result given; & = joins results of further samples; ! = repeats disagree. The calls were made as follows: active = growth percent below 10; inactive = the rest. This is a subset. The share of hits here may be higher or lower than overall.

Second line of a record: SF-539	OVCAR-8	SF-295	DU-145	U251	SNB-19	PC-3	SF-268
1) NC(=S)N=Nc1c(O)[nH]c(=O)[nH]c1=O
→ 100	79	94	91	77	109	83	·
2) CCCCN(CCCC)P(=O)(Oc1ccccc1)Oc1ccccc1
→ 100	84	65	·	53	60	39	84
3) COc1ccc(O)c2c(=O)c3c(OC)cc4c(c3oc12)[C@@H]1C=CO[C@@H]1O4
→ 38	51	82	22	73	81	77	55
4) CC(=O)[O][Hg][c]1nc2c(c(=O)n(C)c(=O)n2C)n1C
→ 104	95	99	107	88	98	94	110
5) C[C@H]1C[C@@H]2[C@H](CC[C@]3(C)[C@@H](O)CC[C@@H]23)[C@@]2(C)CC[C@H](O)C[C@H]12
→ 96	98	93	108	96	92	85	96
6) N#C[S-].[Au+].c1ccc(CN2[CH-]N(Cc3ccccc3)C(c3ccccc3)=C2c2ccccc2)cc1
→ 23	12	-15*	24	5.6*	16	7.2*	30
7) ClC1OC(Cl)C(Cl)OC1Cl (configuration not stated)
→ 99	96	93	112	99	98	98	109
8) CCCOC(=O)Nc1ccc([As](=O)(O)O)cc1NC(=O)OCCC
→ 101	112	100	109	100	100	·	100
9) Cc1ccc(CCN)cc1C
→ 100	96	95	99	97	100	94	91
10) C=CCCCCCCCCC(=O)O
→ 98&101&108	105&109	99&101&100	101&107&114	101&96&103	111&111&107	100&103&101	107&97&109
11) C[C@]12CC[C@H]3[C@@H](C[C@@H]4SC(Nc5ccccn5)=N[C@@]45CC(=O)CC[C@]35C)[C@@H]1CCC2=O
→ 67	74	47	60	56	80	46	79
12) O=C(c1ccccc1)C(F)(F)F
→ 106	103	108	116	·	116	94	108
13) N#CC(CCN1CCOCC1)(c1ccccc1)c1ccccc1
→ 103	109	101	108	104	96	94	93
14) CC[CH2][Sn]([Cl])([Cl])[CH2]CC.Oc1ccccc1C=NCCN=Cc1ccccc1O
→ 38&60	73&88	93	77&81	-22*!	67&79	71&85	20&50
15) Cc1nnc([S-])s1.[Au+].c1ccc([PH+](c2ccccc2)c2ccccc2)cc1
→ -23*	16	75	19	-60*	19	15	7.2*
16) COc1ccc(OC)c(/C=C(/C)[N+](=O)[O-])c1
→ 84	13	110	6.5*	27	98	53	65
17) CN(Cc1ccccc1)CC(Cl)c1ccccc1 (configuration not stated)
→ 97	100	98	105	100	118	95	102
18) CC(=O)OC1CCC2(C)C(=CC(=O)C3C2CCC2(C)C(OC(C)=O)CCC32)C1 (configuration not stated)
→ 120	100	109	116	98	103	86	105
19) CCC(C#N)c1ccccc1 (configuration not stated)
→ 104&95	94&103	102&97	115&103	102&114	99&95	93&96	114&97
20) COc1cc(OC)c(S(=O)(=O)N(CCCl)CCCl)cc1C1=NN(C(C)=O)C(c2ccc(Cl)cc2)C1 (configuration not stated)
→ 78	77	82	90	69	77	46	79

Part of the list above, field by field:
11	C[C@]12CC[C@H]3[C@@H](C[C@@H]4SC(Nc5ccccn5)=N[C@@]45CC(=O)CC[C@]35C)[C@@H]1CCC2=O
- SF-539: 67
- OVCAR-8: 74
- SF-295: 47
- DU-145: 60
- U251: 56
- SNB-19: 80
- PC-3: 46
- SF-268: 79

12	O=C(c1ccccc1)C(F)(F)F
- SF-539: 106
- OVCAR-8: 103
- SF-295: 108
- DU-145: 116
- U251: ·
- SNB-19: 116
- PC-3: 94
- SF-268: 108

13	N#CC(CCN1CCOCC1)(c1ccccc1)c1ccccc1
- SF-539: 103
- OVCAR-8: 109
- SF-295: 101
- DU-145: 108
- U251: 104
- SNB-19: 96
- PC-3: 94
- SF-268: 93

Results in SF-295, for six of the compounds above:
No. | canonical_smiles | SF-295
6 | N#C[S-].[Au+].c1ccc(CN2[CH-]N(Cc3ccccc3)C(c3ccccc3)=C2c2ccccc2)cc1 | -15*
1 | NC(=S)N=Nc1c(O)[nH]c(=O)[nH]c1=O | 94
2 | CCCCN(CCCC)P(=O)(Oc1ccccc1)Oc1ccccc1 | 65
18 | CC(=O)OC1CCC2(C)C(=CC(=O)C3C2CCC2(C)C(OC(C)=O)CCC32)C1 (configuration not stated) | 109
5 | C[C@H]1C[C@@H]2[C@H](CC[C@]3(C)[C@@H](O)CC[C@@H]23)[C@@]2(C)CC[C@H](O)C[C@H]12 | 93
11 | C[C@]12CC[C@H]3[C@@H](C[C@@H]4SC(Nc5ccccn5)=N[C@@]45CC(=O)CC[C@]35C)[C@@H]1CCC2=O | 47

The results go on:
Second line of a record: SF-539	OVCAR-8	SF-295	DU-145	U251	SNB-19	PC-3	SF-268
21) CC(=O)N(CCc1ccccc1)N=O
→ 110	104	116	112	106	114	102	101
22) CC1CCC(OC(=O)CCl)CC1 (configuration not stated)
→ 105	100	101	107	93	105	90	94
23) COC1[C@@H]2C[C@H]3C(C)(C)O[C@@](C/C=C(/C)C(=O)O)(C2=O)[C@]32Oc3c(CC=C(C)C)c4c(c(O)c3C(=O)[C@H]12)C=CC(C)(C)O4 (some centres not stated)
→ -23*	-58*	-55*	-97*	-91*	-70*	-18*	-45*
24) CC(C)(O)C1C2OC(=O)C1C1(O)CC3OC34C(=O)OC2C14C (configuration not stated)
→ 102	103	110	122	·	98	95	110
25) CC(Cl)CN(CC(C)Cl)c1ccc(S(=O)(=O)Nc2ncccn2)cc1 (configuration not stated)
→ 82	80	101	91	82	95	85	88
26) CNC(=O)Oc1ccc(C(C)(C)C)cc1OC(=O)NC
→ 103	100	99	105	92	101	94	105
27) CCCC1(CCSC(=N)N)C(=O)NC(=O)NC1=O
→ 98	103	94	108	102	96	91	106
28) Cc1cc(N(CCCl)CCCl)ccc1/C=N\NC(=O)c1cccnc1
→ 74&54	80&88	50	75&76	93&83	105&94	78&84	72&80
29) Cc1cc(C(C)(C)c2cc(C)c(O)c(C)c2)cc(C)c1O
→ 69	88	70	91	54	89	68	84
30) C/C=C(\C)C(=O)O[C@@H]1C(O)[C@H]2OC(COC(=O)CCC(=O)CCCCCC[C@H](CCCCC)O[C@@H]3OC(C)[C@H](OC(C)=O)C(O)[C@H]3O2)[C@H]1OC(=O)/C=C/c1ccccc1 (some centres not stated)
→ -9.8*	24	-34*	22	8.3*	35	21	18
31) Cc1ccc(-n2c(=S)[nH]c3ccccc3c2=O)cc1C
→ 107	90	96	105	90	97	79	92
32) O=S(=O)(F)c1ccc(Cl)cc1C[P+](c1ccccc1)(c1ccccc1)c1ccccc1
→ ·	93	105	109	85	95	87	94
33) O=C(/C=C/c1ccc(Cl)cc1)c1nc2ccccc2n1Cc1ccc(Br)cc1
→ 44	66	73	66	34	66	37	75
34) OOSSOCc1cccc2ccccc12
→ 105	95	99	106	88	98	95	103
35) CC(=O)OC1CCC2(C)C(CCC3C2CC(=O)C2(C)C3CC(Sc3ccc(N(CCCl)CCCl)cc3)C2C(C)=O)C1 (configuration not stated)
→ 14	84	68	100	68	83	86	86
36) O=[N+]([O-])c1ccc(C(=Nc2ccccc2)N2CC2)cc1
→ 113&98	94&104	96&113	119&117	91&100	98&100	84	98&92
37) O=Cc1ccc2c(c1)OCO2
→ 99	104	99	109	96	103	96	107
38) COc1ccc(/C=C(\C)[N+](=O)[O-])cc1OC
→ 63	-28*	69	19	·	100	51	12
39) ClCCN1CCCCC1
→ 91	103	104	103	98	104	96	105
40) CCCCCCCCSP(=S)(N1CC1)N1CC1
→ 109	108	113	115	112	105	92	111
41) O=C=Nc1ccc(Br)cc1
→ 110	107	95	107	110	111	79	111
42) O=C1C=C(Cl)C(=O)C(Cl)=C1
→ 113	103	114	114	107	94	94	114
43) COCCOP(=O)(N1CC1C)N1CC1C (configuration not stated)
→ 107	103	·	108	106	101	93	114
44) Nc1ccc(-c2ccc(N)c(N)c2)cc1N
→ 96	99	103	108	96	102	88	103
45) CCCCCCCCCCCCCCCC[N+](C)(C)C
→ -8.9*	0.1*	-66*!	-91*!	-94*	-41*	-33*	-3.5*
46) CC(C)CCC1C(=O)NC(=O)NC1=O
→ ·	98	98	109	98	115	98	96
47) COc1cc(/C=C\[N+](=O)[O-])ccc1O
→ 83&70	94&66	104&110	61&27	64&50	81&83	90&98	88&75
48) CC12CCC3C(CCC4Cc5[nH]c6ccccc6c5CC43C)C1CCC2O (configuration not stated)
→ 9.5*	37	-11*	-21*	20	28	34	47
49) CN1C(=O)C(=S(C)C)C(=O)N(C)C1=O
→ 93	95	82	111	101	111	100	103
50) Cc1[nH]c2ccccc2c1CN1CCCCC1
→ 112	101	112	109	103	94	104	109
51) N#CC(Br)C(N)=O (configuration not stated)
→ 102	101	98	108	93	98	102	113
52) Cn1c(=O)c2[nH]c(N3CCN(CCCl)CC3)nc2n(C)c1=O
→ 103	110	99	102	109	110	100	98
53) CC(=O)O[C@H]1CC[C@@]2(C)C(=CCC3C2CC[C@]2(C)C(=O)CCC32)C1 (some centres not stated)
→ 89	97	93	116	95	117	84	107
54) COc1ccc(C(O)P(=O)(OC)OC)cc1 (configuration not stated)
→ 124	110	101	114	102	·	97	107
55) CN[C@@]1(c2ccccc2Cl)CCCC[C@@H]1NC1CCCC1
→ 103	104	99	105	105	96	98	95
56) O=C(c1ccccc1)C(c1ccccc1)N1CCCCC1 (configuration not stated)
→ 100&101	102&98	97&106	115&106	94&92	109&109	95&98	98&99
57) O=C(O)c1cc2ccccc2n1Cc1ccccc1
→ 107	90	95	113	96	106	96	101
58) Cc1c([N+](=O)[O-])cc2c(c1[N+](=O)[O-])C(C)(C)CC2(C)C
→ 102	107	109	113	106	105	96	114
59) CN(C)CC1(N)C(=O)NC(=O)NC1=O
→ 99	105	99	·	96	102	94	103
60) COC(=O)C12CC(NC(=O)c3csc([C@@H](C[C@H](C(C)C)N(C)C(=O)[C@@H](NC(=O)[C@H]4CCCCN4C)C(C)C)OC(C)=O)n3)(C1)C2
→ -30*	25	-11*	17	21	29	23	23
61) CN(C)C(=O)Nc1ccc(Cl)cc1
→ 96	112	100	111	105	99	104	122
62) CC(C)=CC1C(C(=O)OCCCc2ccc3c(c2)OCO3)C1(C)C (configuration not stated)
→ 103	107	99	·	106	104	98	95
63) O=S(=O)(c1ccc(O)cc1)c1ccc(O)cc1
→ 102	99	100	110	108	99	81	104
64) COC(=O)[C@@]12C(N)=NC(=C(C#N)C#N)[C@]1(C#N)[C@H]2c1cc(OC)c(OC)c(OC)c1
→ 104	101	102	121	96	99	101	109
65) COc1ccccc1CC(C)NC(C)Cc1ccccc1OC (configuration not stated)
→ 100	98	69	102	87	98	82	101
66) O=C1c2ccccc2C(=O)N1N1CC1c1ccccc1 (configuration not stated)
→ 102	112	104	109	104	104	98	104
67) CCC1(CC(C)c2ccccc2)C(=O)NC(=O)NC1=O (configuration not stated)
→ 108	104	·	115	103	107	97	113
68) O=C(CCl)Nc1cccc(Cl)c1
→ 109	95	102	101	89	98	93	98
69) Cc1ccccc1NC(=NCCCN1CC1)Nc1ccccc1C
→ 109	83	103	90	91	97	74	86
70) O=C(O)C1C(C(=O)O)C2(Cl)C(Cl)=C(Cl)C1(Cl)C2(Cl)Cl.[Hg] (configuration not stated)
→ 102	106	95	97	45	97	76	98
71) Cc1ccc(P(=O)(O)O)cc1
→ 94	110	100	116	101	98	107	109
72) Cc1sc2nc(N3CCN(C)CC3)[nH]c(=O)c2c1C
→ 104	100	100	103	91	93	70	97
73) COC(=O)c1cn(Cc2c[nH]c3ccccc23)c2ccccc12
→ 105	89	90	103	89	106	77	103
74) C[C@]12CCc3nc(-c4cccc(Oc5ccc(C(F)(F)F)cn5)c4)sc3C1=CC[C@@H]1[C@@H]2CC[C@]2(C)C(=O)CC[C@@H]12
→ 83	98	101	101	97	101	92	97
75) CCN1C(=O)NC(=O)C(CC)(NC(=O)c2cc(F)c(F)c(F)c2F)C1=O (configuration not stated)
→ 98	103	111	113	105	101	95	99
76) O=C(Nc1ccc([N+](=O)[O-])c(C(F)(F)F)c1)c1cc(-c2ccc(F)cc2F)ccc1O
→ 89	101	85	101	88	82	96	100
77) CC1CS1 (configuration not stated)
→ 103	104	113	116	107	112	106	113
78) S=C=Nc1ccc(Br)cc1
→ 102	108	100	113	105	108	106	99
79) Clc1ccc(SSC(Cl)(Cl)Cl)cc1
→ 103	107	103	114	99	121	89	104
80) O=C(NC(O)C(Cl)(Cl)Cl)NC(O)C(Cl)(Cl)Cl (configuration not stated)
→ 103	103	·	121	100	104	98	117

High-throughput results (PubChem BioAssay)
